# GALR2 blocker: GALR2 (human) receptor antagonism. inhibition, % at 4 µM. GALR2-expressing cells, antagonist mode. AID 828. 140,000 tested, 0.39% active; in the data active = inhibition above about 27%;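 note: cells stimulated with galanin 1-16 at roughly its EC80; 0% = agonist challenge control and 100% = basal control without agonist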
# Target sequence (O43603 whole entry, looked up): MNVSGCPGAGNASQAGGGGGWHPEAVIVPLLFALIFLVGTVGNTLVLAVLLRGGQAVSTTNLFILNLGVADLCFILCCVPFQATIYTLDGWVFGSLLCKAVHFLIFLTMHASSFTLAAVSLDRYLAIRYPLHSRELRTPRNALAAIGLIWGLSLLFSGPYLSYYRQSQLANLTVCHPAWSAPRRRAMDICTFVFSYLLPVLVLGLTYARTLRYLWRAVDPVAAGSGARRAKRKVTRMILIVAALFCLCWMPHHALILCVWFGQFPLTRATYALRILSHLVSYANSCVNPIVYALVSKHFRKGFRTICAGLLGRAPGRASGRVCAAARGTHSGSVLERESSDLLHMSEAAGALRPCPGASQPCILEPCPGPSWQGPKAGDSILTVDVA
# MRP-1 activ: activators of MRP-1. 140,000 tested, 0.61% active. H69AR cells + doxorubicin, viability rescue, CellTiter-Glo. AID 799. viability increase, % at 10 µM;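 active = viability gain under doxorubicin at or above a set limit, the compound median plus 3 SD, cut at about 4.7% in these data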;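 note: MRP-1 overexpressing cells given doxorubicin 25 µM after compound pretreatment; 18-22 h compound pretreatment then 72 h with doxorubicin before readout; 0% = doxorubicin-only wells and 100% = vehicle-treated cells without doxorubicin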
# PTEN del growth: suppresses growth of cells with PTEN deletion; HCT116 PTEN-null viability, CellTiter-Glo, 60 h; active compounds read low; viability, % at 10 µM; 140,000 tested, 1.2% active;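 active = viability at or below a set limit, 4 SD under the median of all tested compounds, cut at about 3.7% in these data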;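 note: PTEN knockout HCT116 line with beta catenin targeted HCT116 as companion control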
# Measles CPE: protection of cells from measles virus; Measles virus-infected cells, CPE protection, absorbance; protection (pct of control), % at 4 µM; 140,000 tested, 1.5% active; in the data active = protection mostly above about 24%, no sharp cut-off; inactive = mostly below about 26%; note: some compounds called inactive have numbers as strong as hits
# Phagocytosis inh: macrophage phagocytosis inhibition; J774A.1 macrophage IgG-bead phagocytosis, imaging; AID 1029; inhibition, % at 5 µM; 110,000 tested, 0.07% active;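 active = inhibition above the mean of the plate negative controls plus 5 SD, cut at about 13% in these data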;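 note: phagocytic index as fraction of beads internalized from green versus red external bead signal; plate controls were DMSO negative control for no effect and cytochalasin-D positive control for full effect; some results beyond the cut were filed as inactive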
# BB579 growth dn: reduces growth of yeast BB579 in restrictive medium | S. cerevisiae BB579 growth, OD615, 48 h | inhibition, % at 10 µM | 140,000 tested, 0.51% active;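 active = inhibition above a set limit, 3 SD over the mean compound inhibition, cut at about 44% in these data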; note: inactives centre near -24
#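 Test system: DeaD yeast strain BB579 / Buffer or medium: restrictive glucose-based CSMM-D medium / Doses: single 10 µM dose / Schedule: 4 h cell preincubation, 48 h compound exposure, 30 °C humidified / Technique: culture absorbance at 615 nm / Controls: amphotericin B positive control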
# NPY-Y2 antag: antagonists of human neuropeptide Y receptor Y2 | NPY-Y2 expressing cells, antagonist mode | 140,000 tested, 0.99% active | inhibition, % at 2.7 µM | P49146 | AID 793; in the data active = inhibition above about 17%;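 note: 0% = vehicle with agonist challenge and 100% = reference antagonist with challenge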
# Target sequence (P49146 whole entry, looked up): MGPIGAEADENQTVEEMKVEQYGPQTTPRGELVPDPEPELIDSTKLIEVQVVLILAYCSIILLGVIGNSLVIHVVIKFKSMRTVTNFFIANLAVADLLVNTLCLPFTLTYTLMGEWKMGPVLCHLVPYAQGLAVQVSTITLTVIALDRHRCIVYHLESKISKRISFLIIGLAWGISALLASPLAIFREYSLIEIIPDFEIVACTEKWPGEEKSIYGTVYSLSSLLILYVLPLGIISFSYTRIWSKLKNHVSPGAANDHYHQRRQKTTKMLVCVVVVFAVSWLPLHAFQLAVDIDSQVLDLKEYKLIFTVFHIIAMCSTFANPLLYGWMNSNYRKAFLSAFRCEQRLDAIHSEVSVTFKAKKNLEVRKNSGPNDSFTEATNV
# HCT116 bCat-KO: beta-catenin-lacking colon tumor cell growth suppression; viability, % at 10 µM; HCT116 beta-catenin knockout viability, CellTiter-Glo, 60 h; active compounds read low; 140,000 tested, 1.5% active; AID 818;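 active = viability at or under a set limit, the compound median less 4 SD, cut at about 6% in these data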;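 note: 0% = Hyamine 1622 control at 20 µM and 100% = untreated cell control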
# E-sel TNF inh: TNF alpha driven E-selectin expression inhibition | 120,000 tested, 0.71% active | inhibition, % at 2 µM | HUVEC TNFa-induced E-selectin immunofluorescence, high content | AID 1246;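 active = inhibition above the batch mean plus 3 SD, and confirmed as a hit on visual image review, cut at about 43% in these data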;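 note: 0% = TNF-stimulated DMSO wells and 100% = unstimulated control wells; not every result past the cut was called active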
# Yeast lifespan up: yeast lifespan extension. inhibition of the nicotinamide effect, % at 10 µM. 130,000 tested, 0.68% active. S. cerevisiae growth with nicotinamide, OD615; deaD strain in restrictive glucose medium. AID 775;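 active = inhibition above a set limit, placed 3 SD over the median of all compounds, cut at about 26% in these data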;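 note: 0% = nicotinamide-treated wells and 100% = cells grown without nicotinamide; some compounds called inactive have numbers as strong as hits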
#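 Test system: DeaD-strain S. cerevisiae / Buffer or medium: restrictive glucose medium / Also added: nicotinamide 1.5 mM / Doses: one concentration, 10 µM, DMSO 0.25% / Schedule: 48 h at 30 °C / Signal: OD615 measurement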
# An asterisk follows results filed as active; . = no result given. Only part of the results is shown, so the mix of outcomes need not match the whole.
SMILES,GALR2 blocker,MRP-1 activ,PTEN del growth,Measles CPE,Phagocytosis inh,BB579 growth dn,NPY-Y2 antag,HCT116 bCat-KO,E-sel TNF inh,Yeast lifespan up
CCSc1cc(C2C(C#N)=C(N)Oc3n[nH]c(C)c32)c(C)o1 (stereo not drawn),8,-2.1,39,11,5,-71,1,44,2,56
CN1C2C=C(N(C(=O)c3ccc(Cl)cc3)c3ccccc3)CC1CC2 (stereo not drawn),1,-1.2,77,7,0,18,6,82,4,-11
O=P(O)(O)Cc1ccccc1OP(=O)(c1ccccc1)c1ccccc1,-8,-2.0,95,9,-2,3,3,91,.,-4
Cc1nnc2n1-c1ccc(Br)cc1C(c1ccccc1Cl)=NC2,-5,-1.4,91,20,0,-45,3,79,-14,-2
COc1ccc(CN2CCCCC2c2cccnc2)cc1C (stereo not drawn),7,0.7,90,38*,0,-40,0,98,.,-7
CCNc1nc(Cl)nc(NC(C)C)n1,-9,-1.4,91,4,3,-9,1,92,-10,5
Cc1cc(OC(=O)c2cccs2)c2c3c(c(=O)oc2c1)CCCC3,15,-0.3,52,6,1,-48,7,51,.,-4
CCCCNC(=O)Nc1ccc(C(O)(C(=O)OC)C(F)(F)F)cc1 (stereo not drawn),6,0.8,102,2,0,-30,-1,105,7,-4
O=C(O)CCn1cc(C=C2C(=O)NC(=O)NC2=O)c(-c2ccc(Br)cc2)n1,-1,-1.1,100,14,0,-26,-1,85,-32,-1
COc1ccc(OC)c(N2C(=O)NC(=O)C(CCc3ccncc3)(CCc3ccncc3)C2=O)c1,-6,-3.4,90,5,.,-12,1,95,-17,-2
C/C(=C\c1ccc(N(C)C)cc1)[N+](=O)[O-],20,-5.1,2.1*,2,.,-11,14,6,-29,20
CCN(CC)P(=O)(NC(=O)C(Cl)(Cl)Cl)N(CC)CC.[Cl-].[Cl-].[Cl-].[Nd+3],8,-1.0,93,5,0,-34,3,87,16,-3
COC(=O)C1=C(N)Oc2c(c(=O)oc3ccccc23)[C@]12C(=O)N(C)c1ccccc12,2,-1.1,89,2,-1,4,-1,96,-21,-5
Cn1cccc1CN1CCN(C(=O)COc2ccccc2)CC1,-10,-2.5,86,5,.,-44,1,86,6,-7
CCOC(=O)C1C(=O)N(C)C2(C)CC1c1ccccc1O2 (stereo not drawn),9,-0.5,95,5,-1,-34,0,87,5,5
Cc1onc(-c2ccccc2)c1C(=O)N1CCC2(CC1)OCCO2,2,-1.4,91,5,1,-11,-2,89,7,8
CN1[C@@H]2CC[C@H]1CC(OC(=O)C1C=Nc3ccccc31)C2 (stereo partly drawn),4,-1.3,99,48,.,-34,3,86,.,6
C=CCN1C(=O)c2ccccc2Sc2ccc(C(=O)N3CCC4(CC3)OCCO4)cc21,-3,-3.5,84,6,.,-20,-1,86,-4,-10
Cc1c(C(=O)N2CCC3(CC2)OCCO3)sc2ncnc(N(C)c3ccccc3)c12,-3,-3.2,93,5,-1,-9,0,97,-3,11
CC(C)C(=O)c1cn(Cc2ccc(C#N)cc2)c2ccccc12,9,-3.1,80,10,.,-30,4,79,-22,.
O=C(CN1CC(c2ccccc2)CC1=O)Nc1ccccc1 (stereo not drawn),-10,-2.7,91,13,.,-2,2,103,-43,1
O=C(Cn1nc(Cc2cccnc2)c2ccccc2c1=O)N1CCC2(CC1)OCCO2,26,-1.6,97,11,4,-39,0,95,-21,1
O=C(/C=C/c1ccccc1)c1c(O)n(CCc2ccccc2)c(=O)[nH]c1=O,0,-6.3,14,5,.,-55,0,19,-2,8
CC1(C)CC(=O)C(C=NCCN2CCN(C(=O)Cc3ccc(F)cc3)CC2)=C(O)C1,18,-3.2,96,8,0,-23,5,95,-21,-1
Cc1cccc(C(=O)NC(Oc2ccccc2)C(Cl)(Cl)Cl)c1 (stereo not drawn),-1,0.7,100,8,.,-23,6,91,21,6

# An excerpt of these results, bar-delimited:
Structure | GALR2 blocker | MRP-1 activ | PTEN del growth | Measles CPE | Phagocytosis inh | BB579 growth dn | NPY-Y2 antag | HCT116 bCat-KO | E-sel TNF inh | Yeast lifespan up
CCSc1cc(C2C(C#N)=C(N)Oc3n[nH]c(C)c32)c(C)o1 (stereo not drawn) | 8 | -2.1 | 39 | 11 | 5 | -71 | 1 | 44 | 2 | 56
CN1C2C=C(N(C(=O)c3ccc(Cl)cc3)c3ccccc3)CC1CC2 (stereo not drawn) | 1 | -1.2 | 77 | 7 | 0 | 18 | 6 | 82 | 4 | -11
O=P(O)(O)Cc1ccccc1OP(=O)(c1ccccc1)c1ccccc1 | -8 | -2.0 | 95 | 9 | -2 | 3 | 3 | 91 | . | -4
Cc1nnc2n1-c1ccc(Br)cc1C(c1ccccc1Cl)=NC2 | -5 | -1.4 | 91 | 20 | 0 | -45 | 3 | 79 | -14 | -2
COc1ccc(CN2CCCCC2c2cccnc2)cc1C (stereo not drawn) | 7 | 0.7 | 90 | 38* | 0 | -40 | 0 | 98 | . | -7
CCNc1nc(Cl)nc(NC(C)C)n1 | -9 | -1.4 | 91 | 4 | 3 | -9 | 1 | 92 | -10 | 5
Cc1cc(OC(=O)c2cccs2)c2c3c(c(=O)oc2c1)CCCC3 | 15 | -0.3 | 52 | 6 | 1 | -48 | 7 | 51 | . | -4
CCCCNC(=O)Nc1ccc(C(O)(C(=O)OC)C(F)(F)F)cc1 (stereo not drawn) | 6 | 0.8 | 102 | 2 | 0 | -30 | -1 | 105 | 7 | -4
O=C(O)CCn1cc(C=C2C(=O)NC(=O)NC2=O)c(-c2ccc(Br)cc2)n1 | -1 | -1.1 | 100 | 14 | 0 | -26 | -1 | 85 | -32 | -1
COc1ccc(OC)c(N2C(=O)NC(=O)C(CCc3ccncc3)(CCc3ccncc3)C2=O)c1 | -6 | -3.4 | 90 | 5 | . | -12 | 1 | 95 | -17 | -2
C/C(=C\c1ccc(N(C)C)cc1)[N+](=O)[O-] | 20 | -5.1 | 2.1* | 2 | . | -11 | 14 | 6 | -29 | 20
CCN(CC)P(=O)(NC(=O)C(Cl)(Cl)Cl)N(CC)CC.[Cl-].[Cl-].[Cl-].[Nd+3] | 8 | -1.0 | 93 | 5 | 0 | -34 | 3 | 87 | 16 | -3
COC(=O)C1=C(N)Oc2c(c(=O)oc3ccccc23)[C@]12C(=O)N(C)c1ccccc12 | 2 | -1.1 | 89 | 2 | -1 | 4 | -1 | 96 | -21 | -5

# Going on with the list:
SMILES,GALR2 blocker,MRP-1 activ,PTEN del growth,Measles CPE,Phagocytosis inh,BB579 growth dn,NPY-Y2 antag,HCT116 bCat-KO,E-sel TNF inh,Yeast lifespan up
O=c1[nH]c2c(c(=O)n1C1CCCCC1)CCC2,-2,-0.7,88,12,0,-17,3,92,12,-10
CCCNC(=O)c1c(N)n(CC2CCCO2)c2nc3ccccc3nc12 (stereo not drawn),7,-4.1,63,2,0,-32,6,70,1,-27
CCOc1cc2[nH]c(=S)n(CCCC(=O)N3CCC4(CC3)OCCO4)c(=O)c2cc1OCC,2,-4.0,92,7,4,-10,0,94,-2,-24
CCOc1ccc(CN(CCCl)CCCl)cc1C(=O)OC,-1,-1.2,91,9,.,-5,3,84,-7,1
Cc1ccccc1C1=NCC(=O)N(CC(=O)NCc2ccco2)c2sc3c(c21)CCCC3,11,-4.8,79,5,0,-53,0,90,21,-5
COc1ccc(C2(C#N)CC[N+](C)(C)CC2)cc1,-8,-2.7,91,6,-2,-26,0,93,24,4
CC(C)c1ccc(N2C(=O)NC(=O)/C(=C/c3cnc(-c4ccccc4)nc3)C2=O)cc1,-8,-2.4,98,22,-9,0,5,89,0,-1
Cc1ccccc1NP(=O)(Oc1ccccc1F)Oc1ccccc1F,-7,-4.0,72,8,.,-13,5,80,.,-3
Cc1ccnc(-n2c(-c3ccco3)nc3ccccc3c2=O)c1,4,0.6,106,4,0,-8,1,93,2,-5
COC(=O)[C@@H]1C[C@H]1[C@@H](NP(=O)(c1ccccc1)c1ccccc1)c1ccccc1,4,-3.4,47,4,.,-36,4,47,.,0
CCCCCSc1cc(OC)c(CCN)cc1OC,9,-5.2,37,3,3,18,3,27,2,-2
Cc1cccc(-n2c(O)c(C=NCc3cccnc3)c(=O)[nH]c2=O)c1C,4,-0.9,95,10,1,-14,2,110,-10,-8
CCC(=NCCc1c[nH]c2ccccc12)c1c(O)n(C)c(=O)n(C)c1=O,5,-1.4,73,8,0,-27,9,63,20,-10
Cc1ccc[n+](CC(O)Cn2c3ccccc3c3ccccc32)c1 (stereo not drawn),-3,-3.8,91,10,-4,-1,2,99,4,0
C=CCN1C(=O)CSc2ccc(C(=O)N3CCC4(CC3)OCCO4)cc21,-9,-1.0,96,19,4,-41,1,95,-6,-5
O=C1c2ccccc2C(=O)N1Cc1nc2ccccc2c(=O)n1-c1ccc(Br)cn1,-11,0.0,99,3,1,-44,0,110,-20,77*
c1ccc(CCn2nnnc2CN2CCC(n3nnc4ccccc43)CC2)cc1,6,-0.8,97,7,-2,-2,1,87,-15,-9
COc1ccc(Cn2c(N)c(C(=O)NCc3ccco3)c3nc4ccccc4nc32)cc1,-11,-1.7,29,7,.,-60,1,52,.,-7
CCOC(=O)c1c(/N=C/c2c(O)n(-c3ccc(F)cc3)c(=S)[nH]c2=O)sc2c1CCCC2,0,-2.6,96,12,-1,-61,-1,92,-12,-6
CCS(=O)(=O)N1CCCC(C(=O)N2CCC3(CC2)OCCO3)C1 (stereo not drawn),8,-1.7,103,2,.,-12,3,97,.,1
CC(C)N(CC(O)c1cccc([N+](=O)[O-])c1)C(C)C (stereo not drawn),-12,0.5,99,2,.,-9,5,86,14,-11
O=C1NC(=O)C(Cc2cccs2)C(=O)N1,-1,-2.6,90,27,-2,-12,0,96,-41,-16
C=CCN(CC=C)Cc1c[nH]c2ccccc12,6,-2.2,64,6,0,-2,2,57,42,-5
CCCc1nc2ccccc2c(=O)n1-c1ccccc1OC,-2,-0.4,93,12,-1,0,2,90,.,-17
CCOC(=O)C(O)(c1ccc(NC(=O)Oc2ccccc2)cc1)C(F)(F)F (stereo not drawn),-10,0.1,94,26,2,-12,4,95,.,-1
O=C(c1ccccc1F)c1cn(CC(=O)N2CCOCC2)c2ccccc12,-1,-3.2,90,1,.,-15,-1,89,-37,-4
O=c1c(C=NCCN2CCNCC2)c(O)n(C2CCCCC2)c(=O)n1C1CCCCC1,7,-1.3,74,9,9,-51,0,70,-3,-2
C=CCN1C(=O)/C(=C/c2ccc(N3CCOCC3)o2)C(=O)NC1=S,-16,-0.5,69,24,-6,-24,-1,60,.,7
Cc1cc(OCC(=O)O)c2c3c(c(=O)oc2c1)CCCC3,2,-0.1,104,20,0,-14,3,89,7,-1

# Screens deposited in PubChem by several laboratories.
